# Compound activity (PubChem)
# CHRM5 PAM = human M5 muscarinic receptor positive allosteric modulators, primary screen, CHO-K1 cells, Fluo-8 calcium fluorescence; AID 624038, 2012; Muscarinic acetylcholine receptor M5 (Homo sapiens), P08912; activation, % at 3 µM; 360,000 tested, 0.3% active; CHO-K1 hM5, ACh EC20 PAM; 0% = ACh EC20, 100% = ACh EC100;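 active = activation above the run cutoff, the mean activation of all test compounds plus 3 SD, cut at about 18% in these data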
# Target sequence (P08912 whole entry, looked up): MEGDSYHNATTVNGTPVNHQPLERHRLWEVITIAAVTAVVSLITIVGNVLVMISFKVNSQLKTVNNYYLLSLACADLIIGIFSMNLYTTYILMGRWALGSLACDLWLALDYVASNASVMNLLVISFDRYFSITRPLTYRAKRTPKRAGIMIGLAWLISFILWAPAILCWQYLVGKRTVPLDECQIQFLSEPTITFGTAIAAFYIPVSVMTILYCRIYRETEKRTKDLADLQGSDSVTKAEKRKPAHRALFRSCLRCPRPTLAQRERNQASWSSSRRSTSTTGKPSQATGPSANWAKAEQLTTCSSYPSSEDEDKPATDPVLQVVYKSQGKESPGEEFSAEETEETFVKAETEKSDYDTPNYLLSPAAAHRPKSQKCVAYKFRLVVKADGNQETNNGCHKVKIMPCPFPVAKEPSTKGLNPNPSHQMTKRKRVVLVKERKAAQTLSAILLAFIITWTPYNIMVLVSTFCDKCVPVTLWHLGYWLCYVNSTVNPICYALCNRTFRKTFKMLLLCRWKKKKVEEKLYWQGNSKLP
#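 Probe or stimulus: acetylcholine, EC20 level; Assay system: human M5 receptor in CHO-K1 cells; Schedule: compound preincubation 140 s before EC20 acetylcholine addition; Technique: intracellular calcium via Fluo-8 fluorescence; Dosing: single-point, 3 µM nominal; Read-out basis: percent activation from peak-over-basal fluorescence ratio, scaled EC20-to-EC100 acetylcholine; Repeats: one well per compound, no replicates.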
# M4 antag = human M4 muscarinic receptor antagonists, primary screen, CHO cells, Fluo-8 calcium fluorescence; Muscarinic acetylcholine receptor M4 (Homo sapiens), P08173; CHO-hM4 cells, ACh EC80; inhibition, % at 3 µM; 360,000 tested, 0.73% active;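 active = inhibition above its plate's cutoff, the mean inhibition of sample wells plus 3 SD, cut at about 27% in these data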;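 note: 0% = acetylcholine EC80 with DMSO and 100% = DMSO without agonist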
# M4 PAM = human M4 muscarinic receptor positive allosteric modulators, primary screen, CHO-K1 cells, Fluo-8 calcium fluorescence; 360,000 tested, 0.4% active; CHO-K1 hM4/Gqi5, ACh EC20; 0% = ACh EC20, 100% = maximal ACh; activation, % at 3 µM; Muscarinic acetylcholine receptor M4 (Homo sapiens), P08173;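 active = activation above its plate's cutoff, the mean activation of sample wells plus 3 SD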; note: some results filed as inactive read as strong as hits
# CHRM4 agonist = human M4 muscarinic receptor agonists, primary screen, CHO-K1 cells, Fluo-8 calcium fluorescence | 360,000 tested, 0.14% active | activation, % at 3 µM | Muscarinic acetylcholine receptor M4 (Homo sapiens), P08173 | CHO-K1 hM4/Gqi5; vehicle 0%, full acetylcholine response 100%;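 active = activation above the run mean over all test wells plus 3 SD, cut at about 32% in these data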;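 note: peak over basal fluorescence ratio per well then scaled between controls; 0% = DMSO wells and 100% = acetylcholine at EC100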
# M5 antag = human M5 muscarinic receptor antagonists, primary screen, CHO cells, Fluo-8 calcium fluorescence; Muscarinic acetylcholine receptor M5 (Homo sapiens), P08912; CHO-hM5 cells, ACh EC80; inhibition, % at 3 µM; 360,000 tested, 0.59% active;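 active = inhibition above a per-plate cutoff, the mean of that plate's test compounds plus 3 SD, cut at about 27% in these data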;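 note: 0% = acetylcholine EC80 with DMSO and 100% = DMSO without agonist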
# CHRM5 agonist = human M5 muscarinic receptor agonists, primary screen, CHO-K1 cells, Fluo-8 calcium fluorescence | CHO-K1 hM5 cells; 0% DMSO wells, 100% maximal acetylcholine response | activation, % at 3 µM | 360,000 tested, 0.19% active | AID 624037, 2012;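 active = activation above the run's mean over test compounds plus 3 SD, cut at about 23% in these data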;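 note: signal is peak over basal fluorescence ratio across the kinetic read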
# M1 PAM = human M1 muscarinic receptor positive allosteric modulators, primary screen, CHO-K1 cells, Fluo-8 calcium fluorescence, 1536-well; Muscarinic acetylcholine receptor M1 (Homo sapiens), P11229; CHO-K1 hM1, ACh EC20; 0% = ACh EC20, 100% = maximal ACh; activation, % at 3 µM; 360,000 tested, 0.088% active; AID 588819, 2011; in the data active = activation above about 19%, passing the limit was not always enough
# Target sequence (P11229 whole entry, looked up): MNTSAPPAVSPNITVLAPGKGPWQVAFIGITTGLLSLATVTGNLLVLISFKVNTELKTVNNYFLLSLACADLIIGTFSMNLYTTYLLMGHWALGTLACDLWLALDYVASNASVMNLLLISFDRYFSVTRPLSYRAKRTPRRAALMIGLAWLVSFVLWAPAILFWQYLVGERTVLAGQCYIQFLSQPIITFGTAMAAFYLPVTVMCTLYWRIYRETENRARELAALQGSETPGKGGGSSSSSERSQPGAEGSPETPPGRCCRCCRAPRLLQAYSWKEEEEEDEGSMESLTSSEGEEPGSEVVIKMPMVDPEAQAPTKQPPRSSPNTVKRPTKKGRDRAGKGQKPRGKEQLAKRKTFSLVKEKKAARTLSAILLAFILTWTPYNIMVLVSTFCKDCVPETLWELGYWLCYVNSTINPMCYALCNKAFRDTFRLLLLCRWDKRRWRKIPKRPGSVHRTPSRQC
# CHRM1 antagonist = human M1 muscarinic receptor antagonists, primary screen, CHO-K1 cells, Fluo-8 calcium fluorescence, 1536-well; Muscarinic acetylcholine receptor M1 (Homo sapiens), P11229; CHO-K1 hM1, ACh EC80 antagonist; inhibition, % at 3 µM; 360,000 tested, 1.3% active;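 active = percent inhibition above its own plate's cutoff, namely the mean of that plate's compound wells plus 3 SD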;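 note: peak over basal fluorescence ratio during 140 s after agonist addition; 0% = ACh EC80 plus DMSO and 100% = DMSO alone without agonist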
# CRFBP-R2 agonist = agonists of CRF-BP/CRF-R2 complex, primary screen, cell-based, HEK293, calcium dye fluorescence, uHTS. calcium dye fluorescence (FLIPR); percent of saturating CRF peptide response. 350,000 tested, 0.46% active. activation, % at 13.2 µM;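 active = activation of at least 50%, plus an integration ratio under a set limit after plate pattern correction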;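 note: plate controls were neutral control wells without compound for no effect and CRF at EC100 for full effect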
# The depositor's hits bear a star; . = no result given. This is a subset. The share of hits here may be higher or lower than overall.
# Start of the data: the first 2 entries as a preview:
Molecule,CHRM5 agonist,CHRM4 agonist,CHRM5 PAM,CHRM1 antagonist,M5 antag,M4 antag,M4 PAM,CRFBP-R2 agonist,M1 PAM
CCN1C(=O)C(=Cc2c(C)n(CC(=O)NCC3CCCO3)c3ccccc23)C(=O)N(CC)C1=S (configuration not stated),-1,1,-4,-11,13,2,-1,1.6,6
COCc1cc(OC(=O)N(C)C)nc(-c2ccccc2)n1,-3,0,0,-5,4,-6,3,-1.1,8

# Main list, from the start:
Molecule,CHRM5 agonist,CHRM4 agonist,CHRM5 PAM,CHRM1 antagonist,M5 antag,M4 antag,M4 PAM,CRFBP-R2 agonist,M1 PAM
CCN1C(=O)C(=Cc2c(C)n(CC(=O)NCC3CCCO3)c3ccccc23)C(=O)N(CC)C1=S (configuration not stated),-1,1,-4,-11,13,2,-1,1.6,6
COCc1cc(OC(=O)N(C)C)nc(-c2ccccc2)n1,-3,0,0,-5,4,-6,3,-1.1,8
Cc1cccc(-n2c(-c3ccc([N+](=O)[O-])cc3)nc3ccccc3c2=O)c1,-8,1,-4,13,-1,1,-9,-0.8,-23
COc1cccc2c1cc([N+](=O)[O-])c1c(C(=O)O)cc3c(c12)OCO3,2,0,1,-10,6,-6,1,-2.8,3
Cn1c(O)c(/C=C2\C=Nc3ccccc32)c(=O)n(C)c1=O,1,2,-2,-8,8,10,-3,4.4,3
COc1ccc(-n2c(C)nc3ccccc3c2=O)c([N+](=O)[O-])c1,3,0,1,-18,-12,-4,1,2.7,10
Cc1[nH]c2ccccc2c1CCNCc1ccco1,-4,2,-1,-3,5,7,1,2.5,4
Cc1cc2ccccc2c(=O)n1CC(=O)NCC(=O)N1CCC2(CC1)OCCO2,5,0,0,6,4,-4,-14,1.5,3
C=CCN1C(=O)C2(C(C(=O)OCC)=C(N)Oc3ccccc32)C2=C1CCCC2=O (configuration not stated),0,1,2,-2,0,3,1,0.2,7
CCCCN1C(=O)NC(=O)/C(=C/c2cnc(SC)nc2)C1=O,-2,1,0,12,-6,-4,0,1.7,-7
CCc1ccc(N2C(=O)NC(=O)C(CCc3ccncc3)(CCc3ccncc3)C2=O)cc1,-1,0,-5,10,5,9,2,1.1,-8
O=C1NCN(c2ccccc2)C12CCN(C(c1ccccc1OC(F)(F)F)c1nnnn1C1CCCCC1)CC2 (configuration not stated),-1,0,-1,-3,-10,-25,6,.,7
O=C(O)COc1cc(Cl)c(Cl)cc1Cl,1,1,2,-22,1,14,-7,.,-1
C=CCn1c(O)c(C(C)=Nc2cccc(C(F)(F)F)c2)c(=O)[nH]c1=O,1,0,-2,-5,5,3,-18,0.6,4
Clc1cccc(N2CCNCC2)c1Cl,-7,8,-4,-3,3,-7,19,0.0,5
CNP1(NC)=Nc2nn(-c3ccccc3)c(N)c2C(c2ccccc2)=N1,0,0,0,8,1,4,0,-1.4,-3
CCOC(=O)C(O)(c1ccc(NC(=S)NC(=O)c2ccc(Cl)cc2Cl)cc1)C(F)(F)F (configuration not stated),20,25,2,25,11,13,-12,148*,-1
CCOc1ccc(C(C)=O)cc1Cc1c(O)[nH]c(=S)[nH]c1=O,-3,0,2,-16,1,-4,-6,2.5,13
CC(=O)n1cc(C=C2C(=O)NC(=O)NC2=O)c2ccccc21,-2,1,-2,13,3,6,-1,-0.3,-1
Cc1ccnc(NS(=O)(=O)c2ccc(N=Cc3c(O)n(C)c(=O)n(C)c3=O)cc2)n1,3,0,0,-4,-11,4,-3,15,4
CN1C2C=C(N(C(=O)c3ccc(Cl)cc3)c3ccccc3)CC1CC2 (configuration not stated),-11,0,-5,10,-10,5,-7,0.8,-14
C=CCn1c(O)c(/C=C2/C=c3ccccc3=N2)c(=O)[nH]c1=S,6,1,1,-7,0,-3,6,3.7,18
O=C1C2(Cl)C3(Cl)C4(Cl)C(Cl)(Cl)C5(Cl)C3(Cl)C1(Cl)C5(Cl)C24Cl (configuration not stated),-2,4,-19,11,6,-3,6,0.9,-12
C=C(C)C1(CCCC)C(=O)NC(=S)NC1=O,-1,0,5,-16,-2,-2,0,0.8,5
CCC/C=N/O,2,1,-4,-6,-6,4,-6,-1.4,3
COc1ccccc1CN1CCN(C(=O)COc2ccccc2)CC1,-5,1,7,-27,-5,-4,-4,0.4,5
CCc1ccc(CN2CCCC(C(=O)c3sccc3C)C2)o1 (configuration not stated),-10,1,13,7,-4,-12,10,6.0,-5
O=[N+]([O-])c1ccc(NCCCN2CCOCC2)nc1,-7,1,-7,-13,17,1,-4,-0.2,7
CN1CCCN(C(=O)COc2ccc(F)cc2F)CC1,-4,0,12,-14,-15,3,2,-0.5,9
COc1ccc(C(Nc2ccccc2)P(=O)(Oc2ccccc2)Oc2ccccc2)cc1 (configuration not stated),-4,2,-1,-5,3,-3,8,-2.4,3
CCC(=NCc1ccc2c(c1)OCO2)c1c(O)n(C2CCCCC2)c(=O)[nH]c1=O,5,5,-11,13,10,9,-9,0.2,-6
CC1(c2ccc(Cl)cc2Cl)OCC(Cn2cncn2)O1 (configuration not stated),-4,2,-1,-2,4,6,-3,-1.9,9
OC(CC#CCN1CCCCCC1)(c1ccccc1)C1CCCC1 (configuration not stated),-21,7,-32,100*,84*,91*,-17,0.5,-30
CCOc1ccc(C2(C#N)CC[N+](C)(C)CC2)cc1,-8,1,-9,7,8,1,-4,4.9,-3
Cc1cc(OCC(=O)N2CCC(C(N)=O)CC2)c2c3c(c(=O)oc2c1)CCCC3,2,1,-4,0,-2,-23,11,-0.1,-2
CCOC(=O)c1c(C)n(CCN2CCN(C)CC2)c2ccc(OC)cc12,-1,1,-1,-6,4,-4,5,-1.1,6
O=c1[nH]c(=S)[nH]c(O)c1/C=C1/C=c2ccccc2=N1,0,3,-7,-6,-4,-11,2,3.7,9
C=CCOC(=O)C1=C(C)OC(N)=C(C#N)C12C(=O)N(CN1CCOCC1)c1ccccc12 (configuration not stated),-1,0,6,-14,-7,-5,2,1.3,7
COc1cc(OC)c(OC)cc1CNCCc1ccc2c(c1)OCO2,-13,1,3,-19,6,-1,2,-0.7,10
COc1ccc(OC)c(N2C(=O)CC(=O)NC2=O)c1,-1,2,0,-3,-7,1,6,1.8,12
S=C(N1CCCCCC1)N1CC1,-5,0,8,-13,2,1,1,5.6,11
CCC(=NCCN1CCOCC1)c1c(O)n(-c2ccccc2C)c(=O)[nH]c1=O,0,2,-1,-3,-1,0,-2,-0.1,5
Cc1ccc(Cn2nc(C)c(C=O)c2Cl)cc1,-1,2,3,-5,9,-4,-3,0.4,7
Cc1ccc(S(=O)(=O)N(C)CCCC(=O)N2CCN(c3ccccn3)CC2)cc1,0,6,-17,-5,11,1,-3,-2.5,2
CCN(CC)c1ccc(/C=C2/C(=O)NC(=O)N(Cc3ccco3)C2=O)cc1,2,6,1,-5,-1,5,-6,18,-4
COc1ccc(-c2nc3ccccc3c(=O)n2-c2nccs2)cc1,0,2,-1,-6,-2,9,-9,3.4,9
OC(CN1CCOCC1)c1csc2ccccc12 (configuration not stated),3,0,8,-12,-9,-3,-8,0.7,6
COc1cccc(CNCCc2c[nH]c3ccccc23)c1OC,-2,2,2,-13,0,-3,9,-0.5,12
O=C(CN1CC=C(c2ccccc2)CC1)Nc1cc(Cl)ccc1Cl,-7,-1,-6,-4,3,-3,-6,0.6,-4
O=C1NC(=O)C(Nc2ccccc2)C(=O)N1,0,1,1,-17,8,14,5,2.5,18
CCn1c(NN=O)nc2ccccc21,2,1,-2,-13,-18,0,0,-0.8,11
CCCCOc1ccc(CN2CCN(CC)CC2)cc1,-7,1,-4,14,-1,14,-6,13,-10
O=C(NCc1ccccn1)c1ccccc1Cl,0,1,-3,-3,8,7,1,0.3,0
C=CCN1C(=O)NC(=O)/C(=C/c2ccoc2)C1=O,5,3,-2,2,0,-4,3,21,-6
CCC(C)n1c(O)c(/C=N/Nc2nc3c(c(=O)n(C)c(=O)n3C)n2C)c(=O)[nH]c1=S (configuration not stated),0,0,4,-1,-3,-4,-13,1.7,0
COc1ccc(OC)c(/C=N/OC(=O)Nc2ccc(Cl)cc2)c1,-5,3,-10,-1,2,-3,0,1.4,2
COc1ccc(C(C)=O)cc1CC(C(=O)c1ccccc1)N(C)C (configuration not stated),-3,1,-4,-3,4,12,-4,-3.4,8
Cc1ccc(Cc2c(C)nc3nc(SCC(=O)N4CCC5(CC4)OCCO5)nn3c2C)cc1,-3,3,-1,-2,1,3,-3,0.8,0
CN1CCc2nc3sc(C#N)c(N)c3c(-c3cccs3)c2C1,-6,1,-1,3,4,4,3,13,-4
C=CCn1c(O)c(C(C)=NCCC2=CCCCC2)c(=O)[nH]c1=O,0,1,-7,0,-4,11,-5,-2.4,6

# The list continues:
Molecule,CHRM5 agonist,CHRM4 agonist,CHRM5 PAM,CHRM1 antagonist,M5 antag,M4 antag,M4 PAM,CRFBP-R2 agonist,M1 PAM
O=C(COc1ccccc1)N1CCN(CC(O)COc2ccccc2)CC1 (configuration not stated),-13,1,7,0,0,-2,-2,-1.3,5
N/C(=N\N=C\c1ccc(O)cc1O)N[N+](=O)[O-],-6,0,-3,-13,-3,6,-1,-0.5,11
CC(C)c1ccc(N2C(=O)NC(=O)/C(=C/c3cnc(-c4ccccc4)nc3)C2=O)cc1,2,1,-2,-5,3,7,11,-0.3,-1
O=C(NC(Oc1ccccc1)C(Cl)(Cl)Cl)c1ccccc1 (configuration not stated),-5,-2,-17,7,7,8,-9,1.4,-11
CCOC1=C(N2CC2)C(=O)C(OCC)=C(N2CC2)C1=O,8,0,-1,0,2,3,4,-3.5,2
O=C1NC(=S)N(C2CC2)C(=O)/C1=C/c1ccc2c(c1)CCN2CCCCl,-1,2,2,1,-3,0,10,7.7,-3
O=[N+]([O-])c1ccc(N2CCNCC2)cc1Sc1ccccn1,-8,2,8,0,-13,-5,5,1.0,-1
COc1ccccc1N1CCN(CCc2ccccc2)CC1,-15,0,6,9,2,-3,-5,0.7,-6
O=C1C2CCCN2C(c2ccncc2)N1c1ccc(Cl)c(Cl)c1 (configuration not stated),-8,2,-9,4,-5,14,-5,-3.0,-1
CCC(=NCCO)c1c(O)n(-c2ccccc2)c(=O)[nH]c1=O,0,2,3,4,-4,-5,12,-3.0,5
C=C1C(O)(c2ccccc2)C2CC[N+]1(C)CC2 (configuration not stated),-7,1,-6,-10,5,4,-13,-0.6,7
